# USP1 inh – blocks the human USP1/UAF1 deubiquitinase complex. recombinant USP1/UAF1, Ub-Rhodamine cleavage fluorescence. O94782. AID 743255. 390,000 compounds, 0.23% hits. Potency, µM (doses to about 57.1 µM), for inactives: top-dose activity change, negative = inhibition, hits mostly inhibitors; further: potency means the concentration at half of the fitted maximal effect; on the % scale 0 is the no-effect control and ±100 the full control effect; nearly all actives have a fitted effect of over 60% in size; inactives centre near -12
#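 Step one: compound is pinned into 1nM USP1/UAF1 in HEPES pH 7.8 buffer with TCEP. Step two: 15 min room-temperature incubation. Step three: Ub-Rho (150nM final) starts cleavage, tracked by fluorescence over six one-minute reads.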
# Glioma ERSR ind – inducers of ER stress response in human glioma cells; U87-MG GRP78 promoter luciferase reporter, 16 h; 420,000 compounds, 0.02% hits; Potency, µM, for the others: at the highest dose activation, most hits filed as activators; further: potency means the concentration at half of the fitted maximal effect; series mostly up to about 76 µM; % of control where 0% means no effect; nearly all actives have a fitted effect of over 35% in size
#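 Stably transfected U87-MG human glioma cells carrying a GRP78-based luminescent sensor were seeded at 1000 cells/well, pin-dosed with compounds and incubated 16 h. Luciferase reagent was then added, and end-point luminescence was read after 10 min at room temperature.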
# rTrxR1 inhibitor – inhibitors of rat thioredoxin reductase 1; O89049; 390,000 compounds, 1% hits; Potency, µM (doses to about 114 µM), for inactives: top-dose activity change, negative = inhibition, actives largely listed as inhibitors; recombinant rTrxR1, NADPH fluorescence consumption, selenite substrate; further: potency means the concentration at half of the fitted maximal effect; on the % scale 0 is the no-effect control and ±100 the full control effect; nearly all actives have a fitted effect of over 65% in size
#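 Rat TrxR1 (90 nM in the dispensed reagent) was pre-reduced with 400 uM NADPH for 5 min at room temperature, then incubated with compound for 15 min. After 400 uM selenite was added, NADPH fluorescence (Ex 340/Em 450 nm) was followed for 8 min.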
# IDH1 R132H inh – human IDH1 R132H inhibition | IDH1-R132H enzyme, NADPH consumption, diaphorase/resazurin fluorescence | AID 602179 | Potency, µM (series often up to 76.6 µM), inactives show at the top dose activity change, negative = inhibition, actives largely listed as inhibitors | 390,000 compounds, 0.093% hits; further: potency means the concentration at half of the fitted maximal effect; on the % scale 0 is the no-effect control and ±100 the full control effect; nearly all actives have a fitted effect of over 65% in size
# Target sequence (O75874 whole entry R132H, stated change not applied): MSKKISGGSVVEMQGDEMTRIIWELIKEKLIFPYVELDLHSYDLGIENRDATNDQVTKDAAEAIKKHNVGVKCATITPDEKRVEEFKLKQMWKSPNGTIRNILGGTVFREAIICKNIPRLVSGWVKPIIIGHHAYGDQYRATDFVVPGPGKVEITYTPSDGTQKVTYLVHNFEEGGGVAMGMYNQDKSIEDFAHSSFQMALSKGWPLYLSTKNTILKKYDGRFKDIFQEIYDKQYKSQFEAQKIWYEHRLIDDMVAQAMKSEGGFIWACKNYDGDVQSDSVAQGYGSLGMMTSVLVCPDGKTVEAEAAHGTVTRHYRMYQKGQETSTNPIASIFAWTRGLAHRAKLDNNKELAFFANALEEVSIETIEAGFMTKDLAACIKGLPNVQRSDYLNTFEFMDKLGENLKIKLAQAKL
#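 IDH1-R132H (0.5 ug/mL) preincubated 30 min with compound, then NADPH (0.016 mM) and alpha-KG (2 mM) added; 80 min at RT, pH 7.5. Remaining NADPH coupled via diaphorase/resazurin to fluorescence (540/590 nm); concentration-response curves normalized to no-enzyme control.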
# RGS4 inh – human RGS4 inhibition; P49798; Transcreener GDP fluorescence polarization, RGS4-accelerated GTP hydrolysis; Potency, µM (titrated, usually from 114 µM), for the others: top-dose activity change, negative = inhibition, actives largely listed as inhibitors; 390,000 compounds, 0.039% hits; further: potency means the concentration at half of the fitted maximal effect; on the % scale 0 is the no-effect control and ±100 the full control effect; nearly all actives have a fitted effect of over 75% in size; some results filed as inactive show a strong effect at the top dose
# Target sequence (P49798 whole entry, looked up): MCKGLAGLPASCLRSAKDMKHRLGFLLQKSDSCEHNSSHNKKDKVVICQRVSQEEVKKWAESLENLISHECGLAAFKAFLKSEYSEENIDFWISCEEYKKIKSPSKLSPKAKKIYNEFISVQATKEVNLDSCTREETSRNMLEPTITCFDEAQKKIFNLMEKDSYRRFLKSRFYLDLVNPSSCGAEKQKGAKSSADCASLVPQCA
#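 MLSMR compounds (23 nl, pin-transferred) preincubated 10 min at room temperature with a 500nM (2x) first reagent, then RGS4 at 900nM (2x) plus Transcreener GDP mix added; fluorescence polarization (620/688 nm) read before and after 90 min at 30 °C.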
# Vif-A3F inh – inhibitors of Vif-A3F interaction; HeLa A3F-eYFP + Vif (tagged APOBEC3F with the HIV-1 protein that degrades it), YFP fluorescence increase; Potency, µM (highest dose often 46.1 µM), for the others: at the top dose activity, negative = active; 390,000 compounds, 0.2% hits; AID 602313; further: potency means the concentration at half of the fitted maximal effect; % of control where 0% means no effect; nearly all actives have a fitted effect of over 65% in size
#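 Fluorescence increase (Ex 488/Em 500-530) after overnight compound treatment at 37 deg C flags inhibition of Vif-driven A3F-eYFP loss in stable HeLa A3F-eYFP/Vif cells seeded overnight beforehand.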
# Vif-A3G inh – Vif-A3G binding inhibition; Q9HC16; Potency, µM (top dose mostly 46.1 µM), for the others: top-dose activity, negative = active, actives largely listed as inhibitors; HeLa A3G-eYFP + Vif (tagged APOBEC3G with the HIV-1 protein that degrades it), YFP fluorescence, overnight; 410,000 compounds, 0.076% hits;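 further: potency means the concentration at half of the fitted maximal effect; on the % scale 0 is the no-effect control and ±100 the full control effect; nearly all actives have a fitted effect of over 60% in size; hits raise eYFP signal because A3G escapes Vif-driven loss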
# Target sequence (Q9HC16 whole entry, looked up): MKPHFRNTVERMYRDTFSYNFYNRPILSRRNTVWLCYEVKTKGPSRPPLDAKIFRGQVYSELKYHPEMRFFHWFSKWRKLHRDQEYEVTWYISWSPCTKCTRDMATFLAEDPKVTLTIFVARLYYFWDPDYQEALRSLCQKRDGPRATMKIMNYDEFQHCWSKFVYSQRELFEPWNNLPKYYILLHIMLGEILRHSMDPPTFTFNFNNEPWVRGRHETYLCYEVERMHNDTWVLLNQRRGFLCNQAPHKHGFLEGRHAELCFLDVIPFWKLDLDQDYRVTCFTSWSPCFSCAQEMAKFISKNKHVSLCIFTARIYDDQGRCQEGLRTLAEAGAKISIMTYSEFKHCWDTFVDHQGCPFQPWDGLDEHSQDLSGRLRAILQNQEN
#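 HeLa cells stably expressing Vif and C-terminally eYFP-tagged A3G, seeded overnight at 37 deg C, then exposed to compound by pintool overnight at 37 deg C. Rise in yellow fluorescence (Ex 488/Em 500-530, Acumen) marks blocked Vif-driven A3G degradation.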
# TrxR1 substrate – substrates of rat thioredoxin reductase 1. O89049. purified TrxR1 substrate turnover, NADPH consumption readout. Potency, µM (doses to about 114 µM), for inactives: top-dose activity change, negative = substrate turnover. 390,000 compounds, 0.01% hits. AID 588456; further: potency means the concentration at half of the fitted maximal effect; on the % scale 0 is the no-effect control and ±100 the full control effect; nearly all actives have a fitted effect of over 50% in size
#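 Rat TrxR1, dispensed at 90 nM, was prereduced with 400 uM NADPH (final) for 5 min at ~22 deg C, then incubated with compound 15 min before 400 uM selenite. A first-read NADPH fluorescence drop versus no-compound background flagged substrates.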
# LDHA block – blocks human lactate dehydrogenase A; P00338; purified LDHA, NADH/diaphorase-resazurin fluorescence; hits give low values; activity change, % (values are at about 110 or 230 µM); 480,000 compounds, 0.15% hits; in the data active means activity change below about -30%; inconclusive means mostly about -25% to -30%;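 further: plate controls were DMSO wells for no effect and wells without enzyme for full effect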
#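 Enzyme activity of human lactate dehydrogenase 5 (2 nM; 0.06 mM NADH, 0.2 mM pyruvate, 5 min, RT) is measured via a resazurin/diaphorase fluorescence readout of residual NADH.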
# * marks the source's active call; other numbers are inactive results; ? = inconclusive; · = not tested or not shown; & = joins results of further samples; [ ] = another dose, or the depositor's remark. Unless noted, the call rests on the fitted dose curve; in most records, active means well fitted curve in the direction sought with a large enough effect; inconclusive means small, poorly fitted or top-dose-only effect, or another doubt; inactive means no such curve, though single readings can be large; an effect the other way counts as inactive or inconclusive. Some of the compounds tested, so the mix of outcomes need not match the whole.
SMILES	USP1 inh	Glioma ERSR ind	rTrxR1 inhibitor	IDH1 R132H inh	RGS4 inh	Vif-A3F inh	Vif-A3G inh	TrxR1 substrate	LDHA block
COc1ccc(OC)c(NC(=O)CNC(=O)Cn2cnc3ccccc3c2=O)c1	5%	-5%	15%[57.1 µM]	5%	-21%	-16%	-5%	8%[57.1 µM]	-1
O=S(=O)(/N=C(/Nc1cc(N2CCOCC2)ncn1)c1ccc(F)cc1)c1ccccc1	-16%&-17%	-2%&2%	8%[11.4 µM]	-1%&1%	28%&-8%	2%&3%	0%&0%	6%[11.4 µM]	-9&-4
CC1CN(C(=O)CCn2c(=O)oc3ccccc32)CC(C)O1 (stereo not drawn)	-9%	-5%	6%	0%	25%	5%	0%	1%	-4
COc1ccc(NC(=O)CN2C(=O)COc3ccc(S(=O)(=O)N4CCOCC4)cc32)cc1Cl	?	0%&-4%	17%&20%	-6%&-25%	7%&-15%	2%&3%	-8%&2%	5%&-2%	-2&-16
CCCc1cc(-c2ccc(O)c(OCC)c2)c(C#N)c(N)n1	0%	-1%	-1%[57.1 µM]	-3%	8%	-17%	-23%	1%[57.1 µM]	-2
CCOc1ccccc1OCCCC(=O)N1CCN(S(=O)(=O)c2ccc(C)cc2)CC1	-3%	-4%	3%	0%	-26%	·	-1%	-5%	-2
O=S(=O)(c1ccccc1)N1CCN(C(=S)Nc2ccccc2Cl)CC1	-8%	-4%	14%	1%	-27%	-27%	-7%	4%	-9
CCN(c1ccccc1)S(=O)(=O)c1cccc(C(=O)NCC(c2ccc(F)cc2)N2CCOCC2)c1 (stereo not drawn)	-4%	0%	0%[57.1 µM]	-9%	15%	2%	3%	-3%[57.1 µM]	1
Cc1ccc(/C=C/C(=O)OCC(=O)N2CC(=O)Nc3ccccc32)o1	?	4%	28µM*	-3%	?	2%	-5%	-7%[57.1 µM]	3
O=C(COc1ccc(F)cc1)Nc1ccc(S(=O)(=O)N(Cc2ccccc2)c2ccccc2)cc1	-12%	-3%	49%[activator]	0%	-12%	2%	1%	12%	-1
CSC1=NCCN1C(=O)C(C)(C)Oc1ccc(Cl)cc1	3%	2%	-15%	1%	3%	-2%	-6%	-10%	3
Cc1nnc(SCC(=O)Nc2ccccc2F)n1Cc1ccco1	-12%	-1%	21%	5%	20%	5%	0%	3%	-13
CCn1c(=O)n(CCc2ccccc2)c(=O)c2c3c(sc21)CCCC3	-19%	-4%	10%	0%	1%	-2%	0%	1%	-5
O=C(CNc1ccccc1)N/N=C/c1ccc2c(c1)OCO2	-23%	3%	20%	6%	?	-11%	-1%	-5%	-1
COC(=O)c1ccccc1NC(=O)CSc1nnc(C(CO)NC(=O)c2ccccc2Cl)n1C (stereo not drawn)	-6%	-4%	24%	1%	31%	-11%	-1%	4%	-10
CCCCCc1nc2c(=O)[nH]c3ccccc3c2o1	-6%	3%	20%[57.1 µM]	11%	39%	10%	2%	7%[57.1 µM]	-9
CC(C)COC(=O)C1[C@H]2C(=O)N(Cc3cccs3)C[C@]23C=C[C@H]1O3 (stereo partly drawn)	2%	-1%	-15%	0%	9%	1%	0%	4%	-12
Cc1noc(NS(=O)(=O)c2ccc(NC(=O)c3ccc(Cl)c(S(=O)(=O)N(C)c4ccccc4)c3)cc2)c1C	-23%	-2%	-4%	-1%	14%	2%	1%	-2%	-10
C=C1C=C(C(F)F)n2ncc(C(=O)NCc3ccc(Cl)cc3)c2N1	·	-4%	2%	·	·	·	-4%	1%	-3
COc1ccc(-c2nc3sc(CCNC(=O)C(=O)Nc4ccc(C)c(F)c4)c(C)n3n2)cc1	-3%	-1%	12%[57.1 µM]	0%	-2%	0%	4%	5%[57.1 µM]	-3
O=C(N/N=C/c1cccs1)c1ccc2nc[nH]c2c1	-21%	2%	6%	1%	-11%	-1%	1%	-4%	-8
COc1cccc(-c2nn(-c3ccccc3)cc2CN(C)C(C)c2ccncn2)c1 (stereo not drawn)	?	1%	11%[57.1 µM]	1%	-4%	15%	-1%	7%[57.1 µM]	-1
CCCCc1ccc(NC(=O)CSc2nnc3[nH]c(=O)cc(C)n23)cc1	1%	-1%	21%[57.1 µM]	-8%	-12%	-6%	5%	2%[57.1 µM]	-3
COCCC(=O)Nc1ccc2c(c1)CN(C(=O)CCSC)CC2	3%	-1%	10%	0%	-23%	-6%	1%	3%[57.1 µM]	-1
O=C(OC(C(=O)NCC1CCCO1)c1ccc(F)cc1)c1cccs1 (stereo not drawn)	-22%	10%	?	0%	-5%	1%	0%	-5%	-2

# Given field by field: part of the list above.
COc1ccc(OC)c(NC(=O)CNC(=O)Cn2cnc3ccccc3c2=O)c1
  USP1 inh = 5%
  Glioma ERSR ind = -5%
  rTrxR1 inhibitor = 15%[57.1 µM]
  IDH1 R132H inh = 5%
  RGS4 inh = -21%
  Vif-A3F inh = -16%
  Vif-A3G inh = -5%
  TrxR1 substrate = 8%[57.1 µM]
  LDHA block = -1
O=C(CNc1ccccc1)N/N=C/c1ccc2c(c1)OCO2
  USP1 inh = -23%
  Glioma ERSR ind = 3%
  rTrxR1 inhibitor = 20%
  IDH1 R132H inh = 6%
  RGS4 inh = ?
  Vif-A3F inh = -11%
  Vif-A3G inh = -1%
  TrxR1 substrate = -5%
  LDHA block = -1
CSC1=NCCN1C(=O)C(C)(C)Oc1ccc(Cl)cc1
  USP1 inh = 3%
  Glioma ERSR ind = 2%
  rTrxR1 inhibitor = -15%
  IDH1 R132H inh = 1%
  RGS4 inh = 3%
  Vif-A3F inh = -2%
  Vif-A3G inh = -6%
  TrxR1 substrate = -10%
  LDHA block = 3
COCCC(=O)Nc1ccc2c(c1)CN(C(=O)CCSC)CC2
  USP1 inh = 3%
  Glioma ERSR ind = -1%
  rTrxR1 inhibitor = 10%
  IDH1 R132H inh = 0%
  RGS4 inh = -23%
  Vif-A3F inh = -6%
  Vif-A3G inh = 1%
  TrxR1 substrate = 3%[57.1 µM]
  LDHA block = -1

# New compounds follow.
SMILES	USP1 inh	Glioma ERSR ind	rTrxR1 inhibitor	IDH1 R132H inh	RGS4 inh	Vif-A3F inh	Vif-A3G inh	TrxR1 substrate	LDHA block
CCOc1ccc(OCC)c(NC(=O)c2cnn(-c3ccc(F)cc3)c2C2CCN(C(=O)OC(C)(C)C)CC2)c1	4%	-2%	17%	12%	-12%	4%	4%	-1%	5
COc1ccc([C@H]2N[C@]3(CCCN(Cc4ccc(Br)cc4)C3=O)[C@H]3C(=O)N(C)C(=O)[C@@H]23)cc1	-18%	-4%	·	0%	·	-3%	5%	·	1
C[C@@H](C(=O)O)[C@H]1C[C@]1(C)[C@H](NC(=O)OCc1ccccc1)c1ccccc1	-10%	-4%	11%	6%	0%	-6%	2%	-3%	-3
O=C(C1CCCC1)N1CCCC(Nc2ccc(F)cc2)C1 (stereo not drawn)	-25%	-4%	2%	9%	-25%	-3%	0%	0%	-1
Cc1ccccc1NC(=O)N1c2ccccc2CC1C (stereo not drawn)	-14%	4%	10%	-14%	25%[11.4 µM]	2%	5%	2%	-5
Cc1ccnc(NC(=O)C(C)N2C(=O)c3ccccc3C2=O)c1 (stereo not drawn)	?	-2%	27%[57.1 µM]	9%	0%	3%	6%	-10%[57.1 µM]	-4
CC(C)CCNC(=O)CCNS(=O)(=O)c1ccc(Cl)cc1	-12%	-2%	-19%[11.4 µM]	-2%	23%	3%	0%	3%[11.4 µM]	-11
COc1ccc(S(=O)(=O)N(C)c2ccc(C(=O)Nc3cccnc3)cc2)cc1OC	-10%	-3%	-4%	8%	3%	10%	0%	-5%	-4
CC(=O)CSc1ncnc2sc3c(c12)CCCC3	-4%	1%	2%	9%	-8%	12%	-5%	0%	-3
CCOCC(=O)Nc1nc(-c2ccccc2)c(CC)s1	-4%	-3%	-17%	6%	-18%	6%	0%	-11%	3
O=c1cc(Cl)[nH]n(-c2ccccc2)c1=O	-19%	-4%	3%	-1%	-4%	0%	-2%	-3%	1
C=CC[C@@H](CC(=O)N[C@@H](CO)Cc1ccccc1)C(=O)N[C@H](COC(=O)[C@@H](CC=C)Cc1ccc(F)cc1)C(C)(C)C	-2%	0%	4%	12%	26%	-6%	-8%	-8%	7
COc1ccc2c(c1)[C@H]1[C@H](CO2)[C@H](c2ccccc2)[C@]2(C)C(=O)Nc3cc(C)ccc3C(=O)N12	-5%	-3%	1%	2%	23%	0%	-10%	-4%	-3
O=C(c1ccc(N2C(=O)C3C4c5ccccc5C(c5ccccc54)C3C2=O)cc1)N1CCOCC1 (stereo not drawn)	-15%	-4%	9%	7%	12%	3%	-2%	3%	-11
CCc1nc(SCC(=O)N2c3ccccc3CC2C)c2c(C)c(C)sc2n1 (stereo not drawn)	8%	-2%	23%	2%	-7%	-8%	4%	7%	0
CC(=O)Nc1c(-c2ccccc2Cl)c(=O)c2ccccc2n1C	-10%	-3%	-8%	2%	-2%	2%	2%	-11%	-2

# High-throughput results deposited in PubChem by National Center for Advancing Translational Sciences (NCATS).
